High-throughput results from PubChem.
inhibitors of VEEV: inhibitors of VEEV TC-83 cytopathic effect, confirmation, Vero cells (AID 588727). Vero cells, VEEV TC-83 cytopathic effect inhibition; higher % means a stronger effect. inhibition, % at 20 µM, or IC50 in µM where a hit was titrated. 0.13% of 350,000 active; in the data active = a potency from the dose series; inconclusive = inhibition mostly from about 14% at the one dose, without a potency; inactive = the rest, 99 in 100 with inhibition below about 12%; also: strong numbers were not always called active
Salmonella PhoP GFP: Inhibition of PhoP regulon, Salmonella typhi GFP reporter cells, confirmation, 4 h (AID 1850). 0.33% of 310,000 active. Salmonella Typhi PhoP-promoter GFP reporter, fluorescence, 4 h; higher % means a stronger effect. inhibition, % at 50 µM, or IC50 in µM where a hit was titrated; in the data active = a potency from the dose series; inconclusive = inhibition mostly from about 25% at the one dose, without a potency; inactive = the rest, 99 in 100 with inhibition below about 19%;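 also: 0% = induced wells with vehicle and 100% = uninduced wells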
Starred values were filed as active, the others as inactive; i = inactive; ? = inconclusive; . = not tested or not shown. Not all compounds are listed; count on the stated rates, not on these rows.

The opening seven entries, to show the layout:
SMILES	inhibitors of VEEV	Salmonella PhoP GFP
Cc1nn2c(N3CCN(C(=O)c4ccco4)CC3)cc(C(C)(C)C)nc2c1-c1ccc(Cl)cc1	.	5%
Cn1c(=O)c2[nH]c(-c3ccccc3)nc2n(C)c1=O	.	-3%
CCN(CC)CCCN1C(=O)C(O)=C(C(C)=O)C1c1cccc(OC)c1 (centres undefined)	.	-7%
O=C(COC(=O)c1ccncc1)Nc1cc(Cl)c(Cl)cc1Cl	.	-4%
CCOC(=O)c1cnn(-c2cc(C)nc3c(-c4ccc(Cl)cc4)c(C)nn23)c1N	.	-3%
CN(C=O)CP(=O)(O)CN1CCCCC1	.	-5%
Brc1c(NC2=NCCN2)ccc2nccnc12	.	-3%

Main list, repeating the preview:
SMILES	inhibitors of VEEV	Salmonella PhoP GFP
Cc1nn2c(N3CCN(C(=O)c4ccco4)CC3)cc(C(C)(C)C)nc2c1-c1ccc(Cl)cc1	.	5%
Cn1c(=O)c2[nH]c(-c3ccccc3)nc2n(C)c1=O	.	-3%
CCN(CC)CCCN1C(=O)C(O)=C(C(C)=O)C1c1cccc(OC)c1 (centres undefined)	.	-7%
O=C(COC(=O)c1ccncc1)Nc1cc(Cl)c(Cl)cc1Cl	.	-4%
CCOC(=O)c1cnn(-c2cc(C)nc3c(-c4ccc(Cl)cc4)c(C)nn23)c1N	.	-3%
CN(C=O)CP(=O)(O)CN1CCCCC1	.	-5%
Brc1c(NC2=NCCN2)ccc2nccnc12	.	-3%
Cc1ccc2nc3c(cc(C#N)c(=O)n3CC3CCCO3)c(=O)n2c1 (centres undefined)	.	-11%
CN1CCn2cnc(C(=O)N[C@@H](Cc3ccccc3)C(=O)OC(C)(C)C)c2C1=O	i	.
O=C(C[C@@H]1C[C@@H]2c3cc(NS(=O)(=O)c4ccc(F)cc4)ccc3O[C@@H]2[C@H](CO)O1)N1CCc2ccccc2C1	6.0%	.
CCCNC(=O)N(C)C[C@H]1Oc2ncc(C#CCc3ccccc3)cc2C(=O)N([C@H](C)CO)C[C@H]1C	4.2%	.
Cc1ccc(S(=O)(=O)N(C)C[C@H]2Oc3ncc(Br)cc3C(=O)N([C@H](C)CO)C[C@@H]2C)cc1	0.3%	.
C[C@@H]1CN([C@H](C)CO)S(=O)(=O)c2ccc(Br)cc2O[C@H]1CN(C)C(=O)Cc1ccccn1	7.5%	.
CN(CC(=O)Nc1ccc(Cl)c(Cl)c1)C(=O)c1ccccc1SCC(=O)N1CCCC1	5.0%	.
Cn1ncc([N+](=O)[O-])c1C(=O)Nc1cc(Cl)ccc1Cl	0.7%	.
O=C(NCCNC(=O)c1ccc(-c2cc(Cl)ccc2Cl)o1)c1cnccn1	6.6%	.
Cc1cc(OCC(=O)Nc2c(C(C)C)cccc2C(C)C)no1	i	.
COC(=O)C1=C(c2ccc(OCc3ccccc3)cc2)C[C@@H]2CC[C@H]1N2C(=O)NCc1ccc2[nH]ccc2c1	4.7%	.
CCOC(=O)C1CCN(C(=O)c2ccc3c(=O)n4nc(Nc5ccccc5)sc4nc3c2)CC1	6.8%	.
Cc1cccc(C)c1NC(=O)c1cc(S(=O)(=O)N2CCC3(CC2)OCCO3)ccc1F	0.4%	.
Cc1ccc(C(=O)N[C@H](C(=O)Nc2cccc(S(=O)(=O)N3CCOCC3)c2)C(C)C)cc1	0.1%	.
COC(=O)C[C@H]1C[C@H]2c3cc(NC(=O)C4CCOCC4)ccc3O[C@H]2[C@H](CO)O1	0.4%	.
CCOc1ccccc1CNC(=O)C1CCN(S(=O)(=O)N2CCC(C)CC2)CC1	i	.
COc1ccc(S(=O)(=O)N(C)[C@H]2C[C@H]3c4cc(Oc5ccccc5C)ccc4CCN3C(=O)[C@H]2[C@H](C)O)cc1	i	.
C[C@H](CO)N1C[C@H](C)[C@@H](CN(C)C(=O)Nc2ccc(F)cc2)Oc2cc(Br)ccc2S1(=O)=O	0.9%	.

Reprinted at random: 7 compounds from above, in no set order.
SMILES	inhibitors of VEEV	Salmonella PhoP GFP
Cc1nn2c(N3CCN(C(=O)c4ccco4)CC3)cc(C(C)(C)C)nc2c1-c1ccc(Cl)cc1	.	5%
C[C@H](CO)N1C[C@H](C)[C@@H](CN(C)C(=O)Nc2ccc(F)cc2)Oc2cc(Br)ccc2S1(=O)=O	0.9%	.
COC(=O)C1=C(c2ccc(OCc3ccccc3)cc2)C[C@@H]2CC[C@H]1N2C(=O)NCc1ccc2[nH]ccc2c1	4.7%	.
CCOc1ccccc1CNC(=O)C1CCN(S(=O)(=O)N2CCC(C)CC2)CC1	i	.
Cc1ccc(S(=O)(=O)N(C)C[C@H]2Oc3ncc(Br)cc3C(=O)N([C@H](C)CO)C[C@@H]2C)cc1	0.3%	.
Cc1cc(OCC(=O)Nc2c(C(C)C)cccc2C(C)C)no1	i	.
Cn1ncc([N+](=O)[O-])c1C(=O)Nc1cc(Cl)ccc1Cl	0.7%	.

Next part:
SMILES	inhibitors of VEEV	Salmonella PhoP GFP
CCOc1ccc(C(=O)N[C@H](C(=O)NC2CCCCC2)C(C)C)cc1	1.3%	.
COc1ccc(OCCOC(=O)CNC(=O)c2ccc(F)cc2)cc1	0.9%	.
O=C(NC1CC1)c1ccccc1	0.7%	.
C[C@H]1CN([C@@H](C)CO)C(=O)c2cc(-c3cccc(C(=O)N(C)C)c3)cnc2O[C@H]1CN(C)C(=O)Cc1ccccn1	0.0%	.
Clc1ccc(-c2nc3c4ccccc4ccn3c2Cc2ccccc2)cc1	0.7%	.
O=C(c1cccs1)N1C[C@@H](n2cc(-c3ccc(F)cc3)nn2)[C@H](O)C[C@@H]1c1ccc(Cl)cc1	1.5%	.
COc1ccccc1S(=O)(=O)N(C)C[C@H]1OCc2cnnn2CCCC(=O)N([C@@H](C)CO)C[C@@H]1C	i	.
COc1ccc(S(=O)(=O)N2CCC(C(=O)N[C@@H](C)C(=O)NCc3cccnc3)CC2)cc1	0.8%	.
C[C@H]1CN([C@@H](C)CO)C(=O)c2cc(C#Cc3ccccn3)cnc2O[C@@H]1CN(C)Cc1ccccc1	5.4%	.
O=C(NCCS(=O)(=O)N1CCN(c2ccccc2)CC1)c1cc(=O)c2ccccc2o1	1.8%	.
CCCCCC(=O)N1C[C@@H](n2cc(-c3ccc(F)cc3)nn2)[C@H](O)C[C@@H]1c1ccc(Cl)cc1	2.7%	.
COCCN(C(=O)COC(=O)C1CC(=O)N(c2ccc(C)cc2)C1)c1c(N)n(Cc2ccccc2)c(=O)[nH]c1=O (centres undefined)	2.1%	.
COc1c(Cl)c(=O)oc2ccc(Cl)cc12	0.9%	.
COc1ccccc1NC(=O)N(C)C[C@H]1Oc2cc(Br)ccc2S(=O)(=O)N([C@H](C)CO)C[C@H]1C	1.9%	.
COc1cc(NCCCn2cnc3c(OC)ncnc32)cc(OC)c1OC	2.7%	.
O=C(Nc1ccn(CCCN2CCN(Cc3cccc4ccccc34)CC2)c(=O)n1)OCc1ccccc1	i	.
O[C@@H]1CN(Cc2cccs2)[C@@H](c2ccccc2)C[C@H]1n1cc(-c2ccc(F)cc2)nn1	i	.
CC(=O)c1ccc(N2CCN(C(=O)COc3ccc4ccccc4c3)CC2)cc1	i	.
COc1ccccc1C(=O)NCCCNc1nc2cc(C)cc(C)c2cc1C#N	8.0%	.
CC(C)COC(=O)N(C)C[C@@H]1OCc2cnnn2CCCC(=O)N([C@@H](C)CO)C[C@@H]1C	0.7%	.
CCN(c1ccccc1)S(=O)(=O)c1ccc(C(=O)N2CCN(c3ccccc3F)CC2)cc1	0.2%	.
O=C1CSC(=S)N1N=Cc1ccc(OCc2ccccc2)cc1	1.4%	.
O=S1(=O)CCN(CCCCc2ccccc2)CC1	3.8%	.
C[C@@H]1CN([C@H](C)CO)C(=O)CCCn2nncc2CO[C@H]1CN(C)C(=O)CCC(F)(F)F	1.9%	.
CCCn1c(CC)nc([N+](=O)[O-])c1Sc1ncn[nH]1	i	.
SMILES	inhibitors of VEEV	Salmonella PhoP GFP
Cc1cc(C)c(C(=O)COC(=O)c2cccc(S(=O)(=O)N3CCOCC3)c2)cc1C	1.2%	.
COc1cc(NS(=O)(=O)c2ccc(C)cc2)c2c(c1N)C(=O)c1ccccc1C2=O	2.0%	.
O=C(COC(=O)c1cnccn1)NCc1ccccc1Cl	0.2%	.
C[C@@H]1CCCCO[C@@H](CN(C)S(=O)(=O)c2ccccc2)[C@@H](C)CN([C@H](C)CO)C(=O)c2cc(NS(=O)(=O)c3ccc(F)cc3)ccc2O1	1.8%	.
Cc1ccc(S(=O)(=O)c2nc(/C=C/c3ccccc3)oc2N2CCC(C(N)=O)CC2)cc1	5.6%	.
COc1ccccc1CCNC(=O)C1CC(=O)N(c2ccccc2F)C1 (centres undefined)	1.8%	.
Cc1ccccc1-c1ccc2c(c1)O[C@@H](CN(C)C(=O)Nc1ccc(C(F)(F)F)cc1)[C@H](C)CN([C@@H](C)CO)S2(=O)=O	?	.
CC(C)CC1NC(=O)c2cc3ccccc3cc2-n2c1nc1ccc(Cl)cc1c2=O (centres undefined)	3.0%	.
CC(C)c1ccc(C(=O)OCC(=O)Nc2cccc(S(=O)(=O)NC3=NCCC3)c2)cc1	i	.
CCOC(=O)N(C)C[C@@H]1OCc2cnnn2CCCC(=O)N([C@@H](C)CO)C[C@@H]1C	i	.
COc1ccc(NC(=O)COC(=O)c2c(NC(C)=O)sc(C)c2C)cc1	8.9%	.
Cc1ccc(CNC(=O)CSc2nc(=O)n3ccc(C)cc3n2)cc1	0.1%	.
C[C@@H]1CN([C@@H](C)CO)C(=O)c2cc(Br)cnc2O[C@H]1CN(C)C(=O)CN1CCOCC1	0.5%	.
O=C(C[C@H]1C(=O)N(c2ccccc2)C[C@@H]1Cc1ccccc1)Nc1ccc(Br)cc1	0.3%	.
O=C(NCCN1CCOCC1)C1CCN(S(=O)(=O)c2ccccc2)CC1	i	.
C[C@H](CO)N1C[C@H](C)[C@@H](CN(C)C(=O)Nc2ccc(F)cc2)OCc2cnnn2CCCC1=O	2.8%	.
COc1ccc(CN(C)C(=O)CNC(=O)c2sc3ccccc3c2Cl)c(OC)c1	4.3%	.
COc1ccc2nc(-c3ccccn3)ccc2c1	i	.
O=C(Oc1ccccc1)N1CCCCC1	1.0%	.
C#CCN(C[C@H]1[C@H](OC(=O)NCCCCCC)[C@H](OC(=O)NCCCCCC)C[C@@H](C(=O)OC)[C@H]1C(=O)OC)S(=O)(=O)c1ccc(C)cc1	7.4%	.
CC1=C(C(=O)N2CCOCC2)CC(CC(=O)NCCN2CCOCC2)C(=O)N1CCC1=CCCCC1 (centres undefined)	2.0%	.
O=S1(=O)N[C@@H](c2ccccc2)COc2cc(Br)ccc21	i	.
CN(C(=O)COC(=O)CSc1ccccc1)c1c(N)n(Cc2ccccc2)c(=O)[nH]c1=O	1.6%	.
COc1ccc(S(=O)(=O)Nc2ccc3c(c2)C(=O)N([C@H](C)CO)C[C@H](C)[C@@H](CN(C)C(=O)Nc2c(C)noc2C)OCCCC[C@H](C)O3)cc1	4.7%	.
COc1ccc([C@H]2N[C@]3(CCCN(Cc4ccc(F)cc4)C3=O)[C@H]3C(=O)N(Cc4ccccc4)C(=O)[C@@H]23)cc1	0.5%	.
SMILES	inhibitors of VEEV	Salmonella PhoP GFP
Cc1ccc(OC(=O)N(C)C[C@H]2OCc3cn(nn3)CCCC(=O)N([C@H](C)CO)C[C@@H]2C)cc1	2.4%	.
CCCCCC(=O)N1C[C@@H](O)[C@H](n2cc(-c3ccc(F)cc3)nn2)C[C@@H]1c1ccc(Cl)cc1	2.2%	.
C[C@@H]1CN([C@@H](C)CO)C(=O)c2cc(Br)cnc2O[C@H]1CN(C)C(=O)Nc1ccc2c(c1)OCO2	1.8%	.
C[C@@H]1CN([C@@H](C)CO)C(=O)c2cc(Br)cnc2O[C@H]1CN(C)Cc1ccccc1C(=O)O	0.7%	.
C=CCC1(CC=C)CCCN1C(=O)c1ccc2oc(CCCC)nc2c1	i	.
O=C1NC(Cc2ccccc2)c2nc3ccccc3c(=O)n2-c2cc3ccccc3cc21 (centres undefined)	6.5%	.
CCCCN1C(=O)CC2CCOC21C (centres undefined)	0.4%	.
COc1ccc(NC(=O)N(C)C[C@H]2Oc3ncc(Br)cc3C(=O)N([C@H](C)CO)C[C@@H]2C)cc1	0.2%	.
CCCNC(=O)N(C)C[C@@H]1Oc2ncc(Br)cc2C(=O)N([C@H](C)CO)C[C@@H]1C	0.1%	.
Cc1cccc(C)c1NC(=O)C(C)NCc1cccs1 (centres undefined)	0.4%	.
C[C@@H]1CN([C@H](C)CO)S(=O)(=O)c2ccc(C#CC3CCCCC3)cc2O[C@H]1CN(C)C(=O)Cc1ccncc1	2.2%	.

Record cards (already shown). Order of values: inhibitors of VEEV	Salmonella PhoP GFP
COc1ccc(NC(=O)N(C)C[C@H]2Oc3ncc(Br)cc3C(=O)N([C@H](C)CO)C[C@@H]2C)cc1 in the list: 0.2%	.
O=C1NC(Cc2ccccc2)c2nc3ccccc3c(=O)n2-c2cc3ccccc3cc21 (centres undefined) in the list: 6.5%	.
